MCF10A rerep: DNA re-replication induction in MCF 10a cells. MCF 10A DNA re-replication, Hoechst nuclear intensity, 48 h. 350,000 tested, 2.9% active. Potency, µM (highest dose often 46.1 µM), for the others: at the highest dose activity, positive = re-replication, hits mostly activators; note: potency is the fitted concentration of half-maximal effect; % of control where 0% means no effect; nearly all actives have a fitted effect of over 50% in size
SW480 rereplic: DNA re-replication induction in SW480 cells | SW480 DNA re-replication, Hoechst DNA content imaging, 48 h | Potency, µM (titrated, usually from 46.1 µM), inactives show at the top dose re-replication activation, actives largely listed as activators | 340,000 tested, 1.8% active | AID 624297; note: potency is the fitted concentration of half-maximal effect; % of control where 0% means no effect; nearly all actives have a fitted effect of over 55% in size
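Hoechst fluorescence of nuclei (405 nm excitation, 500-530 nm emission) measured by plate-scanning imager after 48 hr compound exposure at 37 C; re-replication scored as increased number of nuclei with elevated intensity.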
KB-3-1 tox: KB-3-1 parental cell cytotoxicity; KB-3-1 viability, CellTiter-Glo ATP luminescence, 72 h; Potency, µM (doses to about 46.1 µM), for the others: at the top dose activity change, negative = cytotoxic, usual class: cytotoxic; 400,000 tested, 1.4% active; AID 1347075; note: potency is the fitted concentration of half-maximal effect; % is set by controls: 0 for no effect and ±100 for the full control effect; nearly all actives have a fitted effect of over 60% in size
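Here the drug-naive KB-3-1 line serves as comparator for MDR sub-line selectivity; cells received compound titrations, 72 h at 37 °C, then CellTiter-Glo readout.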
HT1080 IDH1KD tx: HT-1080 IDH1 knockdown cell toxicity (counter line). HT-1080 IDH1 knockdown viability, ATP luminescence, 48 h. Potency, µM (top dose mostly 46.1 µM), for the others: at the top dose activity, negative = toxicity, most hits filed as cytotoxic. 360,000 tested, 2% active. AID 686971;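 note: potency is the fitted concentration of half-maximal effect; 0% = DMSO wells and -100% = cell-free medium wells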
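% activity derives from luminescence (CellTiter-Glo), normalised to DMSO and no-cell wells. HT-1080-IDH1KD cells, 750/well, had 48 h compound exposure at 37 °C.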
ATXN2 expr inh: reduces ATXN2 reporter expression in HEK-293 cells; HEK-293 ATXN2-luciferase reporter, luminescence, 24 h; Potency, µM (series often up to 57 µM), without a hit: top-dose activity change, negative = inhibition, actives largely listed as inhibitors; 360,000 tested, 0.72% active; AID 1745845; note: potency is the fitted concentration of half-maximal effect; % is set by controls: 0 for no effect and ±100 for the full control effect; nearly all actives have a fitted effect of over 55% in size
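qHTS (up to 57 uM final) was run with 24 h compound exposure of reporter cells at 37 °C. Each well was multiplexed: SteadyGlo luminescence measured ATXN2-luciferase expression after a fluorogenic Gly-Phe-AFC viability readout (25 uM final).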
KB-V1 cytotox: KB-V1 MDR subline cytotoxicity; KB-V1 MDR cells viability, CellTiter-Glo, 72 h; 400,000 tested, 3.4% active; Potency, µM (top dose mostly 46.1 µM), for the others: at the top dose activity change, negative = cytotoxicity, most hits filed as cytotoxic; note: potency is the fitted concentration of half-maximal effect; % is set by controls: 0 for no effect and ±100 for the full control effect; nearly all actives have a fitted effect of over 60% in size
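Luminescent ATP read-out (CellTiter-Glo, 10 min) measures survival of drug-selected KB-V1 MDR cells after 72 h, 37 degrees C compound exposure. Medium: phenol-red-free DMEM, 10% FBS. Values from fitted concentration-response curves.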
HT1080NT lethal: kills 2HG-producing HT-1080-NT fibrosarcoma cells. HT-1080-NT fibrosarcoma viability, CellTiter-Glo ATP luminescence, 48 h. Potency, µM (highest dose often 46.1 µM), for inactives: at the highest dose activity, negative = less viability, usual class: cytotoxic. 360,000 tested, 1.6% active;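 note: NT is the 2HG producing partner of a matched IDH1 knockdown line; potency is the fitted concentration of half-maximal effect; 0% = DMSO-treated cells and -100% = media-only wells without cells; nearly all actives have a fitted effect of over 55% in size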
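Read-out is CellTiter-Glo luminescence after 10 minutes at room temperature, following 48 hours' compound treatment of HT-1080-NT cells (750 cells/well, RPMI, 5% FBS, 37 degrees C).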
IL-1B inflam inh: inflammasome signaling inhibition, IL-1 beta readout; activity change, % at 57.5 µM; AID 743279; 360,000 tested, 4.7% active; THP-1 LPS/ATP IL-1B secretion, AlphaLISA, 16 h; hits give low values; in the data active = activity change below about -50%; inconclusive = mostly about -30% to -49%; note: % is set by controls: 0 for no effect and ±100 for the full control effect
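Secreted IL-1B measured by AlphaLISA bead assay after 16 h compound exposure of THP-1 cells; compounds (final up to 57.5 uM) added 1 h before LPS (250 ng/mL) and ATP (1.25 mM) stimulation; lower signal means less secretion.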
ATXN viability: viability counter-screen for ATXN expression inhibitors | Potency, µM (top dose mostly 56.7 µM), most hits filed as cytotoxic | S2 cells (HEK-293 line with an ATXN2-luciferase reporter) viability, CellTiter-Fluor protease fluorescence, 24 h | 400,000 tested, 0.49% active | AID 651635; note: potency is the fitted concentration of half-maximal effect; nearly all actives have a fitted effect of over 40% in size
Numbers without * were called inactive; i = inactive; ? = inconclusive; · = no result given; [ ] = dose if it differs, or a comment. Unless noted, calls come from the whole dose curve; as a rule, active = well fitted curve in the direction sought with a large enough effect; inconclusive = small, poorly fitted or top-dose-only effect, or another doubt; inactive = no such curve, though single readings can be large; an effect the other way counts as inactive or inconclusive.

| canonical_smiles | MCF10A rerep | SW480 rereplic | KB-3-1 tox | HT1080 IDH1KD tx | ATXN2 expr inh | KB-V1 cytotox | HT1080NT lethal | IL-1B inflam inh | ATXN viability |
| --- | --- | --- | --- | --- | --- | --- | --- | --- | --- |
| COc1ccc2ccccc2c1/C=N/NC(=O)c1cccc([N+](=O)[O-])c1 | 18.1% | -2.3% | 3.3% | 7.5% | 2.0% | 0.0% | 12.0% | 28.9 | i |
| C#CCN1C(=O)C2C(C(=O)NC)C3C=CC2(O3)C1C(=O)NCc1ccc(OC)cc1 (configuration not stated) | -3.4% | -9.6% | 0.0% | -3.3% | -1.5% | -6.9% | -5.8% | 0.0 | i |
| C=CC[C@H](CC(=O)N[C@H](CO)Cc1ccccc1)C(=O)N[C@@H](COC(=O)[C@@H](CC=C)CC(=O)OC(C)(C)C)Cc1c[nH]c2ccccc12 | 29.1% | 14.6% | ? | ? | ? | -0.9% | -20.1% | -13.4 | · |
| CCO[C@H]1OC(C(=O)N2CCN(C)CC2)=C[C@@H](C(C)(C)C)[C@@H]1CCCO | -3.8% | -2.1% | 3.8% | 9.5% | 5.3% | 1.6% | 9.0% | 35.2 | i |
| C#CCN(CC=C)C(=O)C1CCC(=O)N(CCCc2ccccc2)C1 (configuration not stated) | 1.0% | -46.6%[inhibitor] | -2.3% | -2.7% | 4.5% | 0.8% | 1.0% | 30.9 | i |
| CC1CCCCN1S(=O)(=O)c1ccc(N(C(=O)c2cnccn2)C(C(=O)NC2CCCCC2)c2cccs2)cc1 (configuration not stated) | 1.7% | 2.5% | -6.3% | -16.0% | 0.3% | -1.0% | -18.9% | -63.5* | i |
| CCc1nnc(NC(=O)CSc2nnc(-c3ccc(OC)cc3)n2C)s1 | -0.2% | -1.5% | 2.6% | 10.9% | -3.9% | -2.8% | 9.0% | 18.3 | i |
| O=C(NCc1ccccc1)N(Cc1nc2ccccc2c(=O)[nH]1)C1CCCC1 | -2.4% | -4.3%[9.22 µM] | 7.2% | -1.4% | 2.8% | -6.4% | -8.3% | -14.4 | i |
| CCc1cccc(CC)c1NC(=O)C(Cc1ccccc1)NS(=O)(=O)c1cccc2nsnc12 (configuration not stated) | · | · | -3.3% | · | -7.8% | ? | · | · | i |
| COc1cccc(CNC(=O)CSc2nnc(C)c3c(C)n(-c4ccccc4)nc23)c1 | · | · | -14.6% | · | ? | 7.9% | · | · | ? |
| CCCN(Cc1cc2cc(C)ccc2[nH]c1=O)S(C)(=O)=O | 1.8% | -3.3% | 24.4% | -0.3% | -0.1% | -0.6% | -8.0% | 3.8 | i |
| COc1cc(CNCCSc2nnnn2C)ccc1OCc1c(F)cccc1Cl | · | · | 18.4µM* | · | 5.2% | -3.2% | · | · | i |
| CCC(C)(C)NC(=O)C(c1cccs1)N(C(=O)c1ccn[nH]1)c1cccc(OC)c1 (configuration not stated) | 3.2% | -3.3% | -0.9% | -1.1% | 5.0% | 0.0% | 1.3% | 20.3 | i |
| CCOc1cccc2sc(N(CCCN(C)C)C(=O)c3ccc(S(=O)(=O)N(C)Cc4ccccc4)cc3)nc12 | ? | ? | -13.7% | -2.1% | ? | -21.4% | -14.1% | i | · |
| CCOC(=O)c1cc2c(=O)n3ccccc3nc2n(C(C)C)c1=NC(=O)c1c(-c2ccccc2Cl)noc1C | 7.6% | -2.7% | 4.4% | 8.4% | 1.1% | -20.5% | 1.0% | 21.0 | · |
| COc1ccccc1OCC(O)CNCc1ccc2c(c1)OCO2 (configuration not stated) | 1.4% | -14.9% | 6.8% | -21.5% | -12.0% | 1.0% | -11.7% | 7.6 | ? |
| CCCCC1=CC2=CC(=O)C(C)(OC(=O)CC)C(=O)C2=CN1CCN1CCOCC1 (configuration not stated) | -2.8% | -3.5% | 21.2% | 2.4% | 1.9% | 5.7% | 6.4% | 2.9 | i |
| CN(C)CC/C=C1/c2ccccc2Sc2c(O)cc(Cl)cc21 | 27.2% | ? | ? | 23.1µM* | -16.6% | 14.6µM* | ? | ? | ? |
| Fc1ccc2nc(-c3ccccc3)ccc2c1 | · | · | 0.1% | 6.9% | 33.8% | 26.8% | 24.3% | 12.2 | i |
| Cc1cc([N+](=O)[O-])ccc1NCc1ccco1 | ? | 5.6% | -1.6% | 3.9% | 3.1% | ? | 9.2% | 2.4 | ? |
| CC(C)(C)OC(=O)N1C[C@H](O)C[C@H]1C(=O)OCC(=O)c1ccc([N+](=O)[O-])cc1 | ? | 4.5% | 4.5% | 12.7% | -15.5% | 17.2% | 3.3% | 7.9 | i |
| O=C(C1=C[C@@H](c2ccc(Br)cc2)C[C@@H](OCCCCO)O1)N1CCN(Cc2ccccc2)CC1 | ? | 0.2% | ? | -24.7% | 0.0% | -6.0% | -20.3% | -5.9 | ? |
| O=C(O)c1ccc(N/N=C/c2cc3cc4c(cc3nc2Cl)OCCO4)cc1 | 13µM* | ? | 1.9% | -2.8% | -28.6% | -11.2% | -1.0% | 52.7 | i |
| NNC(=O)c1cc(S(=O)(=O)N2CCOCC2)c[nH]1 | 2.6% | -8.3% | 17.9% | 8.9% | 6.3% | 0.0% | 0.9%[9.24 µM] | -0.2 | i |

As entered above:
HT1080NT lethal result of `CCOc1cccc2sc(N(CCCN(C)C)C(=O)c3ccc(S(=O)(=O)N(C)Cc4ccccc4)cc3)nc12` : -14.1%
HT1080NT lethal result of `COc1ccccc1OCC(O)CNCc1ccc2c(c1)OCO2` (configuration not stated) : -11.7%

Next part:
| canonical_smiles | MCF10A rerep | SW480 rereplic | KB-3-1 tox | HT1080 IDH1KD tx | ATXN2 expr inh | KB-V1 cytotox | HT1080NT lethal | IL-1B inflam inh | ATXN viability |
| --- | --- | --- | --- | --- | --- | --- | --- | --- | --- |
| c1ccc(CCSc2nccn2-c2ccccc2)cc1 | 3.3% | 2.8% | -5.8% | 5.4% | 72.0%[activator] | 1.2% | 13.0% | -5.7 | i |
| Cc1cc2ccccc2n1CCNC(=O)C(C)(C)C | 17.1% | 11.2% | 5.3% | 6.7% | -15.0% | -5.5% | -1.0% | -11.7 | i |
| Cc1ccc(C(=O)N2CCC3(CC2)Oc2ccc(Cl)cc2C(=O)C32CC(c3cccnc3)=NO2)s1 (configuration not stated) | 1.7% | ? | -17.4% | -1.4% | -17.0% | ? | -4.4% | -20.3 | i |
| COc1ccc(CNC(=O)Nc2cn(CC(C)C)c(=O)c3ccccc23)cc1 | · | · | 5.5% | · | 15.6% | 0.0% | · | · | i |
| CCCCCCCN=CC1=C(O)CC(c2ccccc2)CC1=O (configuration not stated) | 2.5% | -4.7% | -2.5% | 10.3% | 4.1% | 2.0% | 9.6% | 20.7 | i |
| CCCn1nc(NC(=O)CC(C)C)c2cc3ccccc3nc21 | ? | 0.6% | -1.9% | 9.6% | -4.7% | 5.17µM* | -6.8% | 19.4 | i |
| CC1CCN(c2nnc(N)s2)CC1 | -8.4% | -1.9% | -0.1% | -2.2% | 17.7% | ? | 10.9% | 9.5 | i |
| Cn1c(=O)c2c(ncn2CC(=O)Nc2cc(Cl)cc(Cl)c2)n(C)c1=O | · | · | -10.1% | · | 3.7% | -21.5% | · | · | i |
| Cc1ccc2oc(=O)c3cc(C(=O)Nc4cccc(C#N)c4)sc3c2c1 | · | · | 4.1% | · | 2.9% | -10.4% | · | · | i |
| Cc1cc2c(C)nc(Cc3ccccc3)nc2o1 | 1.2% | -2.7% | -8.8% | -1.5% | 16.9% | -6.4% | -5.0% | -7.1 | i |
| COC(=O)c1c(NC(=O)C(=O)NCCCN2CCOCC2)sc2c1CC(C)(C)OC2 | -3.8% | -5.7% | 9.7% | 11.3% | 0.6% | -6.6% | 11.8% | -8.7 | i |
| CCC(=O)c1ccc(OCCn2cncn2)cc1 | -13.4% | -5.5% | 13.4% | 19.5% | -2.0% | 20.0% | 19.6% | 12.2 | i |
| CC(=O)n1cc(/C=N/NC(=O)c2ccc([N+](=O)[O-])cc2)c2ccccc21 | -9.0% | 9.7% | 13.3% | 0.0% | · | -3.1% | 0.0% | -14.3 | ? |
| N#CCC(=O)NN=C1CCCCCCCCCCC1 | -2.4% | -5.3% | 7.4% | 13.5% | 3.8% | 2.9% | 1.0% | 10.8 | i |
| C=CCn1c(=NC(=O)c2ccco2)sc2cc(C(=O)OCC)ccc21 | ? | 1.7% | ? | 3.7% | -22.4% | -22.1% | 0.9% | 6.1 | i |
| O=C(Nc1ccccc1)OCCNC(=O)c1cccc(Br)c1 | 2.4% | 28.7% | 9.0% | -25.7% | -1.5% | -20.2% | -6.3% | 19.7 | i |
| CC1CCN(C(=O)Cn2cc(SCC(=O)NCC3CCCO3)c3ccccc32)CC1 (configuration not stated) | 0.5% | -3.9% | 0.5% | 2.7% | -22.1% | ? | 10.5% | 27.9 | i |
| O=C(Nc1ccc(Cl)cc1F)c1ccc(COc2c(F)c(F)c(F)c(F)c2F)o1 | 6.0% | 0.5% | -0.1% | 6.4% | -3.8% | -4.5% | 10.9% | 6.8 | i |
| COC(=O)Sc1nc(N2CCOCC2)c2c(c1C#N)CC(C)(C)OC2 | ? | -5.4% | 11.2% | 0.3% | -2.8% | -8.8% | -6.0% | -20.0 | i |
| CN(C)c1ccc(S(=O)(=O)N2CCCCC2)cc1NC(=O)CN1C(=O)NC(C)(c2ccccc2)C1=O (configuration not stated) | -2.0% | 0.1% | -24.9% | -3.2% | 3.6% | 19.4% | 7.1% | -17.7 | i |
| CCOC(=O)c1cc(NC(=O)c2ccccc2)c(=O)oc1-c1ccccc1 | 5.3% | 11.3% | -7.5% | -4.8% | -13.3% | -0.2% | -6.9% | -16.0 | i |
| COc1ccc(C(CCN2CCCC2)c2c(O)cc(OC)cc2OC)cc1 (configuration not stated) | 17.8% | -11.7% | 3.7% | -1.8% | 1.6% | -4.4% | -3.4% | -17.4 | ? |

Bioassay records deposited in PubChem by National Center for Advancing Translational Sciences (NCATS).
